DT40 TDP1 CPT – DT40-hTDP1 cell growth loss with CPT. actives 12% (n = 420,000). chicken DT40 Tdp1-/-;hTDP1 cells + 20 nM CPT, ATP luminescence, 48 h. AID 686979. Potency, µM (titrated, usually from 46.2 µM), without a hit: top-dose activity change, negative = growth inhibition, usual class: inhibitors; also: nearly all actives have a fitted effect of over 55% in size
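Cell growth measured by CellTiter-Glo luminescence after a minimum 48 h, 37 C compound exposure with 20 nM CPT in Tdp1-knockout DT40 cells stably expressing hTDP1, seeded 400/well; qHTS titration format.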
FEN1 inhibitor – inhibitors of human flap endonuclease 1; P39748; Recombinant FEN1 flap cleavage, fluorescence, 15 min; Potency, µM (top dose mostly 114 µM), without a hit: at the top dose activity change, negative = inhibition, most hits filed as inhibitors; actives 0.35% (n = 390,000); also: nearly all actives have a fitted effect of over 65% in size
Target sequence (P39748 whole entry, looked up): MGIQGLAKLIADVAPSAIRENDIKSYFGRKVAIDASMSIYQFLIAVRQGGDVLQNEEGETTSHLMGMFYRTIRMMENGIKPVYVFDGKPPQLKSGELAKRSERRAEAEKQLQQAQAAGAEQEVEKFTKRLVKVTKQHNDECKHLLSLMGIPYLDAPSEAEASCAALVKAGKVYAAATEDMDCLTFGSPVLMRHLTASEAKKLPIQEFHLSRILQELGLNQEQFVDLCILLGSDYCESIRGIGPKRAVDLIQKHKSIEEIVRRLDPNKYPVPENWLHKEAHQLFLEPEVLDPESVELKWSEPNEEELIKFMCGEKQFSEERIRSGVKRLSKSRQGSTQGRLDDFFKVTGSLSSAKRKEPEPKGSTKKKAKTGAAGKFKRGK
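Recombinant FEN1 (10 nM) was preincubated with pin-transferred compounds for 15 min at room temperature, then flap DNA substrate (50 nM final) was added. Plates were read at 0 and 15 min, and normalized concentration–response data were fitted to a four-parameter Hill equation.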
N370S GC mod – inhibitors or activators of N370S glucocerebrosidase for Gaucher disease. P04062. N370S GC spleen homogenate, 4MU-glucoside fluorescence. Potency, µM (doses to about 59.4 µM), inactives show top-dose activity change, negative = inhibition, actives largely listed as inhibitors. actives 0.092% (n = 330,000). AID 2101;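 also: 0% = full enzyme activity and -100% = no enzyme basal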
Starred values were filed as active, the others as inactive; u = inconclusive; x = no result given; [ ] = dose if it differs, or a comment. Calls follow the shape of the dose curve; as a rule, active = well fitted curve in the direction sought with a large enough effect; inconclusive = small, poorly fitted or top-dose-only effect, or another doubt; inactive = no such curve, though single readings can be large; an effect the other way counts as inactive or inconclusive. Unless noted, % is scaled to controls: 0 for no effect and ±100 for the full control effect; potency is read from the fitted curve at half-maximal effect.

Structure	DT40 TDP1 CPT	FEN1 inhibitor	N370S GC mod
COc1cccc(-c2noc(N)c2C#N)c1	4%	1%	-29%
CCCCCC1(C(=O)OCC)CC(CSC(=N)N)OC1=O (stereo unspecified)	21µM*	-6%	-3%
COc1ccc(C(=O)N/C(=C/c2cccs2)C(=O)NC(C)(C)C)cc1OC	-19%	9%	4%
Cc1ccc(NC(=S)N2CCN(C3CCCCC3)CC2)cc1	-14%	-16%	2%
O=C(O)c1ccc(COc2ccccc2/C=C2\NC(=O)N(Cc3ccccc3F)C2=O)cc1	u	-14%	21%
O=C(COC(=O)CNC(=O)C12CC3CC(CC(C3)C1)C2)NC1CCS(=O)(=O)C1 (stereo unspecified)	2%	0%	6%
CC(C)c1nc2sc3c(SCCN(C)C)ncnc3c2c2c1CCC2	-21%	-5%	x
Cc1csc(NC(=O)c2cnccn2)n1	-24%	-14%	-46%
CCOc1ccc(NC(=O)NCc2ccccn2)cc1	19%	19%	-18%
NC(=O)C1CCN(CCC(=O)Nc2ccc3c(c2)CCC3)CC1	1%	-4%	10%
CCn1c(SCC(=O)Nc2ccccc2)nc2c([nH]c3ccccc32)c1=O	-27%	2%	x
N#Cc1c(SCC(=O)O)nc(-c2ccccc2)c2c1CCCC2	0%	-3%	-10%
CSc1ccccc1C(=O)NCCOc1ccccc1C	u	-12%	-5%
COc1ccccc1NC(=O)COC(=O)c1c[nH]c2ccccc12	-29%	5%	x
O=C(OCc1ccc([N+](=O)[O-])cc1)C1CC(=O)N(CCc2ccccc2)C1 (stereo unspecified)	7%	-2%	0%

Full records, looked up by structure. Order of values: DT40 TDP1 CPT, FEN1 inhibitor, N370S GC mod
`COc1ccc(C(=O)N/C(=C/c2cccs2)C(=O)NC(C)(C)C)cc1OC` reads -19%, 9%, 4%
`O=C(O)c1ccc(COc2ccccc2/C=C2\NC(=O)N(Cc3ccccc3F)C2=O)cc1` reads u, -14%, 21%

New compounds follow.
Structure	DT40 TDP1 CPT	FEN1 inhibitor	N370S GC mod
CC(Oc1cccc(Cl)c1)C(=O)Nc1ccc(S(=O)(=O)N(C)C2CCN(C)CC2)cc1 (stereo unspecified)	u	-29%	x
O=C1NC(=O)C(=Cc2ccc(Cl)cc2Cl)S1	u	-14%	x
CCCC(=O)NC(c1ccccc1Cl)c1c(O)ccc2ccccc12 (stereo unspecified)	u	-14%	u
CCN(CC)CCOC(=O)c1ccc(NC(=O)CNC(=O)C2CCCCC2)cc1	2%	-4%	-5%
CN(C)C(=O)c1ccc(Nc2nc(-c3cccs3)nc3ccccc23)cc1	10µM*	-4%	u
CCC(=O)CCC(=O)c1ccc2ccccc2c1	-28%	11%	5%
CNC(=O)CSc1nc2sccc2c(=O)n1-c1ccccc1	-8%	-2%	0%
Cc1ccccc1CN(CC(=O)Nc1cccc([N+](=O)[O-])c1)S(=O)(=O)c1ccc(Cl)cc1	u	-17%	0%
COc1cccc(C2/C(=C(/O)c3cnn(-c4ccccc4)c3C)C(=O)C(=O)N2CCN(C)C)c1OC (stereo unspecified)	-14%	-3%	-9%
CCOC(=O)C1(C)Oc2cccnc2NC1=O (stereo unspecified)	-4%	2%	8%
O=C(COC(=O)CCc1ccc(S(=O)(=O)N2CCOCC2)cc1)NCc1ccccc1Cl	-14%	7%	-7%
COc1ccc(-c2nc(-c3ccncc3)no2)cc1OC	u	-10%	-5%
CCCCNC(=S)N1CCn2cccc2C1c1ccc(F)cc1 (stereo unspecified)	16µM*	-16%	2%
Cc1ccc(S(=O)(=O)Nc2ccc3[nH]c(=O)sc3c2)cc1C	u	-4%	x
O=C(NCC1(N2CCOCC2)CCCCC1)c1cccc(S(=O)(=O)Nc2ccc(F)cc2)c1	u	-14%	x
COc1cc2c(cc1OC)-c1cc(Nc3cccc(C)c3)nc(=O)n1CC2	u	2%	-5%
COc1ccc(NC(=O)Cn2cnc3c(nc4n3CCCCC4)c2=O)cc1Cl	-18%	-4%	x
COc1ccccc1NC(=O)C1CCCN(c2ncnc3onc(-c4ccc(F)cc4)c23)C1 (stereo unspecified)	u	-14%	x
CC(=O)[C@]1(O)CCC2C3CC(C)C4=CC(=O)C=CC4(C)[C@@]3(F)C(O)C[C@]21C (stereo partly specified)	4%	x	1%
CC(C)(C)C1CCC(=NNc2nc3ccccc3[nH]2)CC1 (stereo unspecified)	-15%	1%	-5%
CCOc1ccc(CN2CCNC(=O)C2CC(=O)OC)cc1 (stereo unspecified)	-1%	0%	-3%
NNC(=O)CNc1ccccc1Cl	-3%	-1%	-1%
CCN(C[C@H]1N[C@@](Cc2ccccc2)(C(=O)OC)[C@H]2C(=O)N(C)C(=O)[C@@H]12)C(=O)c1ccccc1	0%	-2%	x
CC1CCCCN1C(=O)CCC(=O)Nc1nnc(C2CCCCC2)s1 (stereo unspecified)	-27%	16%	-4%
COc1ccc(C(CNC(=O)CSc2ccc(Br)cc2)N2CCOCC2)cc1 (stereo unspecified)	-29%	-11%	-24%
Cc1ccc(-c2nc3ccccc3o2)cc1NC(=O)COc1ccccc1C	-8%	18%	x
Cc1ccc(NC2=CC(=O)CC(c3ccccc3)C2)cc1 (stereo unspecified)	2.9µM*	3%	4%
COCCNC(=O)C1CCN(C(=O)C2CC(=O)N(c3ccc(C)cc3)C2)CC1 (stereo unspecified)	10%	2%	-15%
COc1ccc(OC)c(Cc2cnc3nc(N)nc(N)c3c2C)c1	0.26µM*	0%	x
COc1ccc(NC(=O)C2CCCN(S(=O)(=O)c3cccc4nonc34)C2)cc1Cl (stereo unspecified)	-8%	-1%	x
CCn1cc2nc(SCc3cc(C)ccc3C)n(CCc3ccccc3)c(=O)c2n1	21µM*	-24%	x
O=C(NCCCn1ccnc1)/C(=C/c1ccco1)NC(=O)c1ccco1	-2%	-2%	2%
C=CCOc1ccc2ccccc2c1CNn1c(C)n[nH]c1=S	-4%	0%	-2%
O=C(CNC(=O)c1ccccc1F)NCCc1ccc(Cl)cc1Cl	3%	-1%	-18%
COC(=O)C(=CC(=CN(C)C)C=C(C(=O)OC)C(=O)OC)C(=O)OC	25%	-3%	-9%
O=C(NC(=S)NCC1CCCO1)c1ccco1 (stereo unspecified)	-2%	4%	-1%
Cc1ccc(-n2cc(-c3ccccc3)c3c(NC4CCCC4)ncnc32)cc1	u	-14%	x
CCOC(=O)c1cccc(NC(=O)N2CCOCC2)c1	11%	-17%	16%
CC(=O)OC1CC2C(C)(C)C(O)CC[C@@]2(C)C2CC[C@@]3(C)C(c4ccoc4)OC(=O)C4OC43[C@]12C (stereo partly specified)	u	x	6%
O=C(CSc1nc(O)c(Cc2ccccc2)c(=O)[nH]1)Nc1ccccc1	-3%	6%	u
NC(=O)c1nsc(C(=O)N(c2cccc(F)c2)C(C(=O)NC2CCCC2)c2ccco2)c1N (stereo unspecified)	-23%	-19%	u
CCCN1C(=O)CN(C2CCCCCC2)C(=O)C1c1ccc(C)cc1 (stereo unspecified)	u	6%	3%
CN(C)C(=O)c1ccc(-c2nc(Nc3ccccc3)c3ccccc3n2)cc1	u	x	u
COc1ccc(NC(=S)NNc2ccc(C(=O)O)cc2)cc1	1%	-14%	2%
Cc1ccnc(SCCn2c(N(C)Cc3ccccc3)nc3c2c(=O)n(C)c(=O)n3C)n1	u	-13%	x
Cc1cc2c(c(SCC(=O)NCc3ccc(Cl)cc3)n1)C(=O)OC2	-21%	-15%	8%
CC(NC(=O)CSc1n[nH]c(=O)[nH]c1=O)C1CC2CCC1C2 (stereo unspecified)	-16%	15%	-8%
CCN(c1ccccc1)S(=O)(=O)c1ccc(NC(=S)NC(=O)c2ccc(Br)o2)cc1	u	-6%	-20%
Nc1nc(=O)c2ccccc2s1	u	-6%	x
CC1(C)CNC(=O)c2sc(N3CCOCC3)nc2C1	8.2µM*	-1%	7%
Cc1c(CCNC(=O)C(C)(C)C)sc2nc(-c3ccc(F)cc3)nn12	u	18%	x
Cc1cc(C)nc(N/C=C(\C#N)C(=O)c2cccc(CSc3ccccc3)c2)n1	u	0%	x
CC1=C(C(=O)OC2CCCCCC2)C(c2ccc(Cl)cc2Cl)CC(=O)N1 (stereo unspecified)	15µM*	-9%	x
COc1ccc(C(=O)N2CCN(S(=O)(=O)c3ccc(C)cc3C)CC2)cc1S(=O)(=O)N1CCOCC1	-10%	23%	x
Cc1ccc(NC(=O)c2ccc(NC(=O)N3CCSc4ncccc43)cc2)c(Cl)c1	u	3%	x
COc1ccccc1CNC(=O)CN(Cc1ccc(Cl)cc1)S(C)(=O)=O	-19%	11%	2%
Cc1nn(C)c(C)c1NC(=O)CCCSc1nc(-c2ccco2)cc(C(F)(F)F)n1	u	-11%	11%
CCOC(=O)c1cn(Cc2ccc(C)cc2)c2cc(F)ccc2c1=O	u	11%	-9%
Cc1ccc(NC(=O)C(Cc2ccccc2)N2C(=O)C3C4CCC(C4)C3C2=O)cc1Cl (stereo unspecified)	u	-11%	2%
COc1ccc(NC(=O)CSc2nnc(NC(=O)C3CCC3)s2)c(OC)c1	5%	17%	2%

Shown as labelled records: four of the compounds above
mol: CC(NC(=O)CSc1n[nH]c(=O)[nH]c1=O)C1CC2CCC1C2 (stereo unspecified)
  DT40 TDP1 CPT: -16%	FEN1 inhibitor: 15%	N370S GC mod: -8%

mol: CCN(c1ccccc1)S(=O)(=O)c1ccc(NC(=S)NC(=O)c2ccc(Br)o2)cc1
  DT40 TDP1 CPT: u	FEN1 inhibitor: -6%	N370S GC mod: -20%

mol: Nc1nc(=O)c2ccccc2s1
  DT40 TDP1 CPT: u	FEN1 inhibitor: -6%	N370S GC mod: x

mol: CC1(C)CNC(=O)c2sc(N3CCOCC3)nc2C1
  DT40 TDP1 CPT: 8.2µM*	FEN1 inhibitor: -1%	N370S GC mod: 7%

Next part.
Structure	DT40 TDP1 CPT	FEN1 inhibitor	N370S GC mod
COc1cc(OC)cc(C(=O)NCc2ccc(-n3cccc3)cc2)c1	18µM*	-1%	-12%
CC(=O)Nc1ccc(S(=O)(=O)N2CCN(c3cc4c(cc3[N+](=O)[O-])n(C)c(=O)n4C)CC2)cc1	u	1%	-12%
O/N=C1\CC/C(=N\O)c2nn(-c3ccc(Cl)cc3Cl)nc21	26µM*	5%	6%
Cc1cccc(OCCCn2c(=O)oc3ccc(C)cc32)c1	5%	-6%	16%
CCOC(=O)CN1NC2(CCC(C(C)(C)C)CC2)NC1=S (stereo unspecified)	3%	-2%	6%
CCN1CCN(c2ncnc3sc(C(=O)Nc4ccccc4F)c(C)c23)CC1	-10%	6%	-6%
Cc1cccc(C)c1NC(=O)CN(C)C(=O)Cc1cccc(C(F)(F)F)c1	-13%	13%	-10%
O=C(c1ccccc1)N(Cc1ccc(F)cc1)Cc1nc2ccccc2c(=O)[nH]1	u	8%	1%
Cc1ccccc1OCC(=O)Nc1cc(C)c(O)c(-c2nc3ccccc3o2)c1	10µM*	0%	x
O=C1CCCCC1CCc1ccncc1 (stereo unspecified)	4%	8%	x
O=C(c1c[nH]c2ccccc2c1=O)N1CCCCCC1	1%	0%	-7%
Oc1ccccc1C(=S)N1CCN(C(=S)c2ccccc2O)CC1	-6%	-6%	-16%
COc1cc(OC)c(NC(=O)c2cnn(-c3cccc(Cl)c3C)c2C2CCN(C(=O)OC(C)(C)C)CC2)cc1Cl	-28%	-3%	x
Cc1ccc(C2C(C(=O)c3cccs3)=C(O)C(=O)N2c2cccc(C)n2)cc1 (stereo unspecified)	-4%	6%	1%
CCn1c(SCC(=O)c2c[nH]c3ccccc23)nc2cc(S(=O)(=O)N3CCOCC3)ccc21	15µM*	-17%	4%
Cc1ccc(S(=O)(=O)N2CCSC2c2ccco2)cc1 (stereo unspecified)	1%	17%	6%[2.35 µM]
COC(=O)c1ccc(C(=O)OC)c(NC(=O)N2c3ccccc3Sc3ccccc32)c1	u	-13%	3%
CN(C)S(=O)(=O)c1ccc(C(=O)Nc2ccccc2SCCC#N)cc1	1%	-6%	-8%
COc1ccccc1C1C=C(c2ccc(C)cc2)Nc2nnnn21 (stereo unspecified)	18µM*	-1%	5%
c1ccc(-n2ncc3c(NCCN4CCOCC4)ncnc32)cc1	9%	0%	2%
COc1ccc(NC(=O)CCc2nnc3ccc(N4CCC(C)CC4)nn23)cc1OC	-3%	9%	-5%
C=CCN(c1ccccc1)S(=O)(=O)c1cccc(C(=O)NNC(=O)c2ccccc2O)c1	u	0%	-6%
O=C(Cn1cnc2cc([N+](=O)[O-])ccc2c1=O)Nc1ccccc1-c1ccccc1	23µM*	1%	1%

Bioassay records deposited in PubChem by National Center for Advancing Translational Sciences (NCATS).

A portion of the library; the hit share may differ from the screen's.
